SR-BI HDL uptake: blocks mouse SR-BI lipid uptake from DiI-HDL | Q61009 | ldlA[mSR-BI] CHO cells, DiI-HDL uptake fluorescence, 3 h | inhibition, % at 12.5 µM | 0.96% of 320,000 active;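 active = mean replicate inhibition of at least 70% and a set share of replicates each scoring 70 or more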;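 note: 0% = median of neutral control wells and 100% = median of positive control wells; values of inactives mirror those of a sister screen read the other way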
LANA DNA inh: blocks KSHV LANA C-terminal domain binding to DNA. MBP-C-LANA/FAM-LBS DNA binding, fluorescence polarization. 0.078% of 340,000 active. inhibition, % at 9 µM;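 active = highest replicate inhibition at or above 60% at 9 µM, even if other replicates fall short; inactive = all replicates below 60% inhibition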;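 note: 0% = neutral control wells and 100% = 4 µM acridine orange control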
PKA-R2B act: activates the human PKA-R2B holoenzyme complex | 0.079% of 340,000 active | activation, % at 11.4 µM | PKA-R2B holoenzyme dissociation, Cy5-IP20 fluorescence polarization; R2B truncated from residue 108, S112A mutant; 0% DMSO only, 100% 113 µM cGMP | AID 504700;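 active = activation above a cutoff set at the mean over all compounds plus 3 SD, cut at about 18% in these data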;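 note: higher means more holoenzyme dissociation and a rise in polarization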
Arrestin-AP2 inh: human beta-arrestin and AP2 interaction inhibition; FITC-arrestin peptide / GST-AP2 beads, flow cytometry; AP2 beta2 appendage carries R879A mutation; inhibition, % at 10 µM; 0.31% of 340,000 active; AID 504490;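 active = inhibition above a set limit, near 3 SD of compounds lacking own fluorescence, cut at about 54% in these data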;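 note: plate controls were DMSO wells for no effect and 5 µM unlabelled arrestin peptide for full effect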
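System: GST-AP2 R879A bound to glutathione beads, E. coli-expressed. Also added: 50 nM FITC-arrestin peptide. Schedule: compound with beads 12 min RT, then probe 1 h RT. Signal: bead flow cytometry, FITC channel. Read-out basis: percent response.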
RTF Ca sens inh: cardiac RTF calcium desensitization | 0.12% of 340,000 active | IANBD-labeled cardiac RTF, Ca2+ fluorescence | P19429+P45379 | inhibition, % at 7.15 µM | AID 493244;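 active = inhibition above the mean inhibition of all tested compounds plus 3 SD, cut at about 17% in these data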;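 note: assay run at fixed EC70 calcium of 1.6 mM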
PvdQ acylase: P. aeruginosa PvdQ acylase inhibition | purified PvdQ acylase, fluorescence plate reader | 0.063% of 340,000 active | inhibition, % at 10 µM; in the data active = inhibition above about 30%, passing the limit was not always enough;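 note: 0% = vehicle neutral wells and 100% = reference inhibitor wells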
NSD2 inh: NSD2 (human) methyltransferase inhibition; NSD2 peptide methylation, AlphaScreen, 120 min; 0.54% of 310,000 active; AID 743445; inhibition, % at 12.5 µM; in the data active = inhibition above about 50%
Target sequence (O96028 whole entry, looked up): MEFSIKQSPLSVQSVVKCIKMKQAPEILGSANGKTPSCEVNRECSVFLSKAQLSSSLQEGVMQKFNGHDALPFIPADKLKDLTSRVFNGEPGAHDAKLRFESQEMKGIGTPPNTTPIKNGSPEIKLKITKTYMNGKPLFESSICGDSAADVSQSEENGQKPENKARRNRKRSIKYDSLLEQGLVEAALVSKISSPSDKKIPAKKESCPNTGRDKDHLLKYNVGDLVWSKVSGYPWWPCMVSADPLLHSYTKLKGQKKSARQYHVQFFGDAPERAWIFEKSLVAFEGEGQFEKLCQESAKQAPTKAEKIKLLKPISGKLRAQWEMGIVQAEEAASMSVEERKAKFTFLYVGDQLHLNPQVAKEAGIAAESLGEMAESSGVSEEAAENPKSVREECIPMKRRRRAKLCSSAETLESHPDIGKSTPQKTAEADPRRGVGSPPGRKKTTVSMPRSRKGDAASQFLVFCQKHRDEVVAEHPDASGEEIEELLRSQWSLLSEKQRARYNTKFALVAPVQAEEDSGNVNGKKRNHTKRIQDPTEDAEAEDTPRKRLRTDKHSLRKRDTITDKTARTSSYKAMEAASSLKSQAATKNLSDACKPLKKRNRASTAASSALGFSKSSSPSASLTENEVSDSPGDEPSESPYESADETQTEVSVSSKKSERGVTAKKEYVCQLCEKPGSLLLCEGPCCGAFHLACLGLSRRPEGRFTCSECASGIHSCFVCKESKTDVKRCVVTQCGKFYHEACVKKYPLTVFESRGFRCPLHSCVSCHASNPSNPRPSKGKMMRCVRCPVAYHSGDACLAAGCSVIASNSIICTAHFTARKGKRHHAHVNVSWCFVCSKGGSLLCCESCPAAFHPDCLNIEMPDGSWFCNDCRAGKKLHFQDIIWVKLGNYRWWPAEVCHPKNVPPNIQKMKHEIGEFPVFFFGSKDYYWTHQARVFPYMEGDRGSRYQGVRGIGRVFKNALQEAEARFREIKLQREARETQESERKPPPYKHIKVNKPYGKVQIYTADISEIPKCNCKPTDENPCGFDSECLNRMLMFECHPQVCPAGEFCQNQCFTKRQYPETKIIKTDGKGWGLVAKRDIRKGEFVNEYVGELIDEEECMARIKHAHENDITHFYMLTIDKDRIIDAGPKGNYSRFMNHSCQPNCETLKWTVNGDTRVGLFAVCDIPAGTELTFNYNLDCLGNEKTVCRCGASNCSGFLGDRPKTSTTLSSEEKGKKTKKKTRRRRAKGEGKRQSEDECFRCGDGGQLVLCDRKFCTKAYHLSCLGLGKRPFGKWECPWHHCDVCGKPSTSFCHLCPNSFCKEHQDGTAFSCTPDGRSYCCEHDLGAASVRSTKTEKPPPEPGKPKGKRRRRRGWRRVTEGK
Keap1-Nrf2 PPI: Keap1-Nrf2 (human) interaction inhibition; 0.15% of 340,000 active; AID 504523; Q14145; Keap1 Kelch-Nrf2 peptide fluorescence polarization, 1536-well; inhibition, % at 9.4 µM; in the data active = inhibition above about 12%;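 note: human Keap1 Kelch domain with fluorescein labeled Nrf2 9mer peptide probe; 0% = neutral control wells and 100% = peptide positive control; higher means more block of Keap1 binding to Nrf2 peptide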
DAGLB inhibitor: diacylglycerol lipase beta (human) inhibition. Q8NCG7. HEK293T DAGLB membrane lysate, EnzChek fluorogenic substrate. inhibition, % at 5.17 µM. 0.059% of 340,000 active. AID 504411; in the data active = inhibition above about 34%;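 note: 0% = enzyme with vehicle and 100% = wells lacking enzyme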
SR-BI uptake up: SR-BI HDL lipid transfer activation. activation, % at 12.5 µM. 0.096% of 320,000 active. CHO ldlA[mSR-BI] cells, DiI-HDL uptake fluorescence, 3 h; 100 = double the neutral-control signal. AID 504775;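 active = mean replicate activation of at least 60% and every replicate at or above 60%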;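 note: 0% = median plate neutral-control signal and 100% = twice that signal; values of inactives mirror those of a sister screen read the other way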
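System: LDL receptor-deficient CHO ldlA cells overexpressing murine SR-BI | Timing: 3 h uptake period with compound, 37 °C | Medium: HEPES-buffered (25 mM, pH 7.4) F12 plus 0.5% BSA | Dosing: Single-point compound dose | Signal: Bottom-read fluorescence, 550/595 nm | Read-out: Retained DiI signal reflecting DiI-HDL uptake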
Starred values were filed as active, the others as inactive; · = no result given.

Structure,DAGLB inhibitor,Arrestin-AP2 inh,SR-BI HDL uptake,Keap1-Nrf2 PPI,PKA-R2B act,SR-BI uptake up,NSD2 inh,LANA DNA inh,PvdQ acylase,RTF Ca sens inh
Cc1ccc(N(CC(=O)NCc2ccccn2)S(=O)(=O)c2ccccc2)cc1C,-5,29,·,-1,-3,·,-1,1.3,5,0
COc1cc(/C=N/Nc2cccc3cccnc23)cc(OC)c1O,3,28,59,-4,4,-59,1,0.1,-7,-1
CCOc1ccc(-n2nc(C(=O)NCCOC)c3ccccc3c2=O)cc1,-2,1,-6,0,-1,6,-2,-0.9,-4,-8
COc1ccc(-c2coc3cc(OC4OC(CO)C(O)C(O)C4O)cc(O)c3c2=O)cc1 (stereo not drawn),0,14,-11,0,-2,11,·,-0.4,2,-3
O=C(CC1CCCC1)NCCc1cn2ccccc2n1,-3,-2,-3,-4,-5,3,·,-0.8,-18,-5
COc1cccc(NC(=O)N2CCC(C(N)=O)(N3CCCCC3)CC2)c1,3,17,-20,-1,-7,20,0,12,-5,-45
CC(CCc1ccccc1)NS(=O)(=O)c1ccccc1 (stereo not drawn),-10,-8,-19,-3,-2,19,·,2.5,-18,-2
O=C1CCC(=O)N1CCSC(=S)N1CCOCC1,-3,41,-18,2,-1,18,1,0.3,-1,4
O=C(/C=C/Sc1ccc(C(F)(F)F)cn1)c1ccccc1,-9,-2,-16,2,-9,16,-1,0.8,-15,-4
CCCC(=O)Nc1nc2ccc(NC(=O)c3cccnc3)cc2s1,-4,4,28,-1,-15,-28,-1,-0.7,-17,-21
Cc1ccc2cc3c(NC(=O)c4ccco4)nn(CC(C)C)c3nc2c1,-2,14,49,-8,5,-49,-2,0.8,-13,-4
CC(=O)N1CCc2cc(N=NC3=C(O)CC(C)(C)CC3=O)ccc21,4,1,9,-26,4,-9,5,0.1,-4,-12
CN(C)S(=O)(=O)N1CCN(S(=O)(=O)c2ccccc2)CC1,-2,-11,-19,3,-4,19,0,0.5,-18,-8
Cc1ccccc1-n1c(O)c(/C=C/C=Nc2ccccc2)c(=O)[nH]c1=O,-42,0,-8,-214,-4,8,1,-56,-12,-135
CC(=O)N1CCN(CC(=O)c2ccc(Br)cc2)CC1,-1,3,-17,-5,0,17,-2,-1.9,-2,-21
CC[C@H](C)[C@H]1CNC(=O)C(=O)N1CC1CCN(CCCc2ccc(OC)c(OC)c2)CC1,1,24,-6,2,7,6,·,0.8,-5,4
Cc1cc(SCC(=O)c2cc(C)n(C)c2C)nc2ccccc12,-2,4,-17,-6,-6,17,0,-0.8,4,0
Cc1c(Cc2ccccc2)sc(/N=C/c2c(O)ccc3ccccc23)c1C(N)=O,6,5,1,-8,-11,-1,·,0.7,-11,-40
Cc1ccc(OCC(=O)N2CCN(S(=O)(=O)c3ccc4c(c3)OCCO4)CC2)c(C)c1,-1,4,5,0,-8,-5,2,3.1,-5,1
Cc1oc(-c2ccccc2F)nc1CS(=O)CC(=O)NCc1ccc(F)cc1 (stereo not drawn),-1,-1,1,-2,5,-1,·,0.8,-10,-2
CCCC(C)NC(=O)CSc1nc(-c2ccccc2)cn1N (stereo not drawn),0,7,-11,-7,-1,11,·,0.7,-14,5
CCCN1CCN(c2ccc(S(N)(=O)=O)cc2[N+](=O)[O-])CC1,4,35,·,-1,2,·,18,0.2,-4,-26
Cc1c(N=C2SCC(=O)N2/N=C/c2ccccc2Cl)c(=O)n(-c2ccccc2)n1C,-1,-9,-9,-2,5,9,-2,-0.9,10,3
O=C(CSc1ccccc1)Nc1cccc(S(=O)(=O)N2CCOCC2)c1,0,35,34,2,-2,-34,-1,0.4,-4,-6
COc1cccc(NC(=O)COc2ccc(N3CC(C(=O)NCC(C)C)CC3=O)cc2)c1 (stereo not drawn),-2,14,26,1,4,-26,·,-0.8,1,8

Entries of single compounds as entered above. Screens in order: DAGLB inhibitor	Arrestin-AP2 inh	SR-BI HDL uptake	Keap1-Nrf2 PPI	PKA-R2B act	SR-BI uptake up	NSD2 inh	LANA DNA inh	PvdQ acylase	RTF Ca sens inh
Results for CCOc1ccc(-n2nc(C(=O)NCCOC)c3ccccc3c2=O)cc1 : -2	1	-6	0	-1	6	-2	-0.9	-4	-8
Results for CC(CCc1ccccc1)NS(=O)(=O)c1ccccc1 (stereo not drawn) : -10	-8	-19	-3	-2	19	·	2.5	-18	-2

The list goes on:
Structure,DAGLB inhibitor,Arrestin-AP2 inh,SR-BI HDL uptake,Keap1-Nrf2 PPI,PKA-R2B act,SR-BI uptake up,NSD2 inh,LANA DNA inh,PvdQ acylase,RTF Ca sens inh
CSc1nn2c(C(F)(F)F)cc(C(F)(F)F)nc2c1C(N)=O,-4,0,-10,-10,2,10,2,0.2,7,-3
Cc1cc(Cl)ccc1OC(C)C(=O)Nc1ccc(C(=O)Nc2ccccc2C(=O)O)cc1 (stereo not drawn),8,19,2,3,-17,-2,2,1.1,-4,-6
CCn1c2ccccc2c2cc(N=C3SC(CC(=O)Nc4ccccc4OC)C(=O)N3CCOC)ccc21 (stereo not drawn),2,6,22,-1,-1,-22,-3,-0.8,8,9
N#Cc1ccc(OCC(=O)NCCc2ccccn2)cc1,-2,-1,-19,3,13,19,1,-0.8,6,0
CCCCc1nc(N2CCOCC2)c(C#N)c2c1CCCC2,-10,7,11,2,2,-11,2,0.1,-12,3
CCOc1ccccc1NC(=O)CSc1nnc(CNC(=O)c2ccccc2F)o1,1,-5,30,-2,10,-30,-5,0.1,-6,-4
Cc1cc(C(=O)Nc2cccc3ccccc23)c(C)o1,1,-8,·,3,0,·,8,-0.7,-13,-15
Cc1ccccc1C(=O)N1CCC(C(=O)Nc2ccc(S(=O)(=O)N3C(C)CCCC3C)cc2)CC1 (stereo not drawn),-5,-14,43,0,-2,-43,-1,2.6,-17,-14
CCCC(NS(=O)(=O)c1ccc(-c2ccc(=O)[nH]n2)s1)c1cccs1 (stereo not drawn),3,5,5,4,-5,-5,0,0.7,6,-7
O=C(NC1CCCC1)C1CCC(=O)N1C1CCCCC1 (stereo not drawn),0,-6,-5,-6,-3,5,0,1.0,-13,-3
O=C(O)c1cn(-c2ccccc2)nc1-c1ccncc1,-1,7,12,2,3,-12,-1,1.0,-3,-1
CCc1cccc(CC)c1NC(=S)/C(=C(\[O-])c1ccc(Cl)s1)[n+]1ccccc1,-4,8,-20,-4,2,20,4,-0.5,-10,-5
O=C(OCCN1C(=O)c2ccccc2C1=O)c1ccc(S(=O)(=O)N2CCCCCC2)cc1,-1,17,11,-6,-4,-11,-2,-1.5,1,2
COc1ccc(-c2c[n+](CC(=O)N3c4ccccc4Sc4ccccc43)c3n2CCC3)cc1,2,-15,-5,-3,0,5,9,-1.3,-17,-6
Cc1ccc(NS(=O)(=O)N2CCCCC2)cc1,1,-4,-4,0,-1,4,0,-3.9,-13,-3
Cc1c(Cl)cccc1N(CC(=O)O)S(C)(=O)=O,0,7,-5,1,-3,5,-1,0.4,0,-4
COc1ccc(Br)cc1CN(C)C(=O)c1ccc2c(c1)NC(=O)C(C)S2 (stereo not drawn),1,-5,-17,1,6,17,6,-2.8,-7,-12
O=C(N/N=C\c1ccc(F)cc1)c1ccc(F)cc1,1,9,12,-4,-2,-12,-3,1.2,-10,8
CSCCC(NS(=O)(=O)c1ccc(C)cc1)C(=O)NC1CCCCC1 (stereo not drawn),-2,-6,-42,-3,9,42,·,-1.4,-12,-6
c1ccc(CNc2c3ccccc3nc3ccccc23)cc1,-1,29,2,-2,10,-2,·,-7.4,-6,-1
O=c1[nH]c2ccc(NC(=S)Nc3ccccc3Cl)cc2[nH]1,1,55*,-25,1,-2,25,2,-2.5,-7,1
O=C(CSc1nnnn1C1CCCCC1)N1c2ccccc2Sc2ccccc21,-8,1,-9,-5,-4,9,2,0.0,-4,3
CC1CC(C)CN(S(=O)(=O)c2ccc(C(=O)NCc3ccc4c(c3)OCO4)cc2)C1 (stereo not drawn),-5,-4,21,-2,-17,-21,0,4.5,7,-13
COc1ccc(-c2csc(N)n2)cc1,-1,28,-13,0,-8,13,1,1.8,-9,1
CSc1cccc(NC(=O)C2CC(=O)N(Cc3ccccc3)C2)c1 (stereo not drawn),0,-9,-14,-1,7,14,4,-0.2,-12,-9
COc1ccc(CCNC(=O)C(=O)NCC2OCCN2S(=O)(=O)c2ccc3c(c2)OCCO3)cc1 (stereo not drawn),-5,35,-8,-3,-7,8,1,0.0,5,-4
Nc1nnc(Cc2ccc(Cl)cc2Cl)s1,0,-10,-5,0,6,5,1,1.6,-6,0
O=C(CSc1nnc(C2CC2)n1Cc1ccccc1)N1CCNC1=O,3,6,-11,-3,2,11,-2,2.2,-19,-7
COc1ccc2c(c1)C1NC(=S)N[C@@](C)(O2)C1C(=O)Nc1ccccc1 (stereo partly drawn),-2,-21,10,-4,15,-10,0,0.0,-9,-3
O=C(Nc1ccccc1)N1CCOCC1,-2,5,-1,0,-10,1,11,-0.2,1,3
CCC(C)Sc1ccc([C@H]2N[C@@](C)(C(=O)OC)[C@H]3C(=O)N(CC)C(=O)[C@@H]23)cc1 (stereo partly drawn),-2,-5,-9,-4,-3,9,·,-1.8,-20,3
CCOc1ccc(Nc2nc3cc(S(=O)(=O)N(CC)CC)ccc3o2)cc1,-5,1,23,-1,-18,-23,1,-1.2,-12,-5
CCOCC(=O)Nc1nc2c(s1)C(=O)CC(C)(C)C2,-1,6,-3,3,-18,3,·,0.2,1,-2
CCOC(=O)Cc1c(C)nc2cc(-c3ccc(C(C)(C)C)cc3)[nH]n2c1=O,-3,0,-8,1,-12,8,-1,1.3,-17,-4
CC(/C=C/c1cccc([N+](=O)[O-])c1)=N\NC(=O)c1ccncc1,0,20,-13,-2,-16,13,1,1.7,5,4
CCOc1ccc(S(=O)(=O)Nc2cccc(C(=O)N3CCN(c4cccc(OC)c4)CC3)c2)cc1,2,-5,28,1,0,-28,-2,-1.4,-6,-1
Cc1ccccc1NC(=O)CSc1ccncc1,-1,3,·,-1,-5,·,29,-0.4,-15,-15
O=C(COc1ccc(S(=O)(=O)NC2CCCCC2)cc1)NCCC1=CCCCC1,-1,16,20,1,-7,-20,0,0.2,-4,-1
COC(=O)c1nn(-c2ccccc2)c(Cl)c1/C=N/OC(=O)c1ccc(Cl)c(Cl)c1,4,-5,-6,-1,3,6,-1,2.5,-1,-9
Cc1ccc(C2=NN(S(C)(=O)=O)C(c3ccc4c(c3)OCO4)C2)cc1 (stereo not drawn),1,2,3,-8,-3,-3,0,-0.9,-10,2
Nc1ccn(-c2ccc(Cl)cc2)c(=O)c1,-3,35,-11,-4,-3,11,0,-0.3,-1,3
O=C1COC(c2ccccc2)C2CCCCN12 (stereo not drawn),2,-10,-1,3,-3,1,-3,-1.2,-3,-5

Bioassay records: PubChem, several laboratories

An unsorted share of the library (roughly 2.1% active in at least one column).
